mHTT CaM bind = mutant huntingtin-calmodulin interaction inhibitors – biochemical, AlphaScreen, primary screen; inhibition, % at 15 µM; 3.6% of 190,000 active; AlphaScreen His-mHTT/GST-CaM binding, luminescence; AID 1671202, 2021; P42858;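 note: 0% = both proteins with DMSO and 100% = one protein alone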
Target sequence (P42858 whole entry, looked up, stated change not applied): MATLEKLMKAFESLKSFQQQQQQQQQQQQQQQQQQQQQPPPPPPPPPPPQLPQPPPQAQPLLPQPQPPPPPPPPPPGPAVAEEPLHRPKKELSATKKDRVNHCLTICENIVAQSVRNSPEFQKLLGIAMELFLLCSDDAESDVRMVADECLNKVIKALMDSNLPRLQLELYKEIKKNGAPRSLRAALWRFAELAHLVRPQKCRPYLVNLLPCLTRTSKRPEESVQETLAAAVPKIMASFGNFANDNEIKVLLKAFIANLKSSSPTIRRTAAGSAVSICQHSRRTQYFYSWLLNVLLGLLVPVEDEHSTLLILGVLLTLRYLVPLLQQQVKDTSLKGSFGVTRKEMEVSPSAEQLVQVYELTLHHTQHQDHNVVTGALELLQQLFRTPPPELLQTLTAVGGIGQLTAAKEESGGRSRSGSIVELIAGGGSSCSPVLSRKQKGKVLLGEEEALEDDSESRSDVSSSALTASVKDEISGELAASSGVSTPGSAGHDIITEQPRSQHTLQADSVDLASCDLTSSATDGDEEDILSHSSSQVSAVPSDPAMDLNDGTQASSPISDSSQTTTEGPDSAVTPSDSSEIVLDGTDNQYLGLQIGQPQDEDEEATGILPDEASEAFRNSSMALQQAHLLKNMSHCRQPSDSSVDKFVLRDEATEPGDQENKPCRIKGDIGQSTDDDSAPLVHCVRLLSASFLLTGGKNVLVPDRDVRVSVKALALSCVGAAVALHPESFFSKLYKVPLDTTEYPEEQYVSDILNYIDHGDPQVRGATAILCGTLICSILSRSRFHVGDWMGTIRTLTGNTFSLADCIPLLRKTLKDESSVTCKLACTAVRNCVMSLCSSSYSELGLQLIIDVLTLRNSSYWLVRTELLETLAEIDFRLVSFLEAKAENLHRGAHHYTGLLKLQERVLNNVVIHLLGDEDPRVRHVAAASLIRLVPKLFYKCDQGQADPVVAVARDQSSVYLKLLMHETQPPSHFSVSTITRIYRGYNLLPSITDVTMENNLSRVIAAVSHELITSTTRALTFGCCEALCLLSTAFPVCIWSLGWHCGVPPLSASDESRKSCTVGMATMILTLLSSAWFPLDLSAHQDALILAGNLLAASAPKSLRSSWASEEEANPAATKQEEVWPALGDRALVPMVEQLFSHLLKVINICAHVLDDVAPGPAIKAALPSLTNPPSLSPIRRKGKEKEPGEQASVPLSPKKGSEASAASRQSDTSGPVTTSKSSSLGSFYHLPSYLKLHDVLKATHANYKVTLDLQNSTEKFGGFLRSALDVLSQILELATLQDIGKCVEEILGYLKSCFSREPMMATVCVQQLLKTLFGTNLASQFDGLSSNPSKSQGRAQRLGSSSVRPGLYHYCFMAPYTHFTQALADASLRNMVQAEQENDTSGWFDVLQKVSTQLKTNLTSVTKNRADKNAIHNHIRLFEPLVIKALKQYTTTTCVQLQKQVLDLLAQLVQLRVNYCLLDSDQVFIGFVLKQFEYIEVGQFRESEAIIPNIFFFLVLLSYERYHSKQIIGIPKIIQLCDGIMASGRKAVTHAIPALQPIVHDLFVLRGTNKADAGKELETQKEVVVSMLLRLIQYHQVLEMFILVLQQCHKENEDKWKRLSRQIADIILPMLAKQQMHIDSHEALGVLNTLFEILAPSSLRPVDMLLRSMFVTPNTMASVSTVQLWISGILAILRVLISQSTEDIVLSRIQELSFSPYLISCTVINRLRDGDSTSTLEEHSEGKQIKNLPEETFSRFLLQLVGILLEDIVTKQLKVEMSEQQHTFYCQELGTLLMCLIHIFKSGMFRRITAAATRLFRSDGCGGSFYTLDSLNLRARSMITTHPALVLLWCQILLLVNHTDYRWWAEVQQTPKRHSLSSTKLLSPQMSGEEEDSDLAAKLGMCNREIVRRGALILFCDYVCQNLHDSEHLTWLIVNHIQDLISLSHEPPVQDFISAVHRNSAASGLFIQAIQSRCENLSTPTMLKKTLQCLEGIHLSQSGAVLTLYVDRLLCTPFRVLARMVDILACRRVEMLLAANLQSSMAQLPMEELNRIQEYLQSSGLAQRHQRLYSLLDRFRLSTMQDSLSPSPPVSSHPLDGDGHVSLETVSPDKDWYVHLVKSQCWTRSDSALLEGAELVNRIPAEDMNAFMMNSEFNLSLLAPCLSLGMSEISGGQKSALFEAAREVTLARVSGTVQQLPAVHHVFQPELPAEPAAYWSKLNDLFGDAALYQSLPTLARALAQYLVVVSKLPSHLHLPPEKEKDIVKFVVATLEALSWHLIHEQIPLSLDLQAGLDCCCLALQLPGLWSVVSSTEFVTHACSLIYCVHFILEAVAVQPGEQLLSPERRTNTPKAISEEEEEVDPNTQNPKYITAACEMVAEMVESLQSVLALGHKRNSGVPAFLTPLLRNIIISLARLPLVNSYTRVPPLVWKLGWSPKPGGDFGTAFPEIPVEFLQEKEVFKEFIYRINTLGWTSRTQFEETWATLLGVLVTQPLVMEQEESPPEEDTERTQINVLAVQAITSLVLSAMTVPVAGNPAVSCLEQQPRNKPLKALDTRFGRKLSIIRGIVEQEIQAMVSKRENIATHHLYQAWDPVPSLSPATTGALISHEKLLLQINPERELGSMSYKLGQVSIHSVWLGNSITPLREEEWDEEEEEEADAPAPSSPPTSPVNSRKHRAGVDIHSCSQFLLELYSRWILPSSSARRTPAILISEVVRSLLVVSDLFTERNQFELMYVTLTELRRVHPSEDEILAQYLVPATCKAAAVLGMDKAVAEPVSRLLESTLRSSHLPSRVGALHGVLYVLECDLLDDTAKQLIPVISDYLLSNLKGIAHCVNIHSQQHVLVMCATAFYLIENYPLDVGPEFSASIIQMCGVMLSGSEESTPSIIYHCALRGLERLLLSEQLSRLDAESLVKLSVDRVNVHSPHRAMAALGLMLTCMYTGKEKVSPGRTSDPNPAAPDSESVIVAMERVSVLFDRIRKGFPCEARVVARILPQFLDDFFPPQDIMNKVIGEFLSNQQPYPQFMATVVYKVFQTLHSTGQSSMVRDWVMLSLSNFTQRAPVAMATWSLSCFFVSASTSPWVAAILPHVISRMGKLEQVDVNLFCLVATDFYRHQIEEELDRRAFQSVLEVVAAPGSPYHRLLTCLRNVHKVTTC
Pf apPOL inh = Pf-apPOL inhibitors, biochemical, fluorescence; inhibition, % at 10 µM; Recombinant Pf-apPOL, molecular beacon fluorescence, 1.5 h; 0.25% of 210,000 active; AID 1794808, 2022; Plasmodium falciparum apicoplast DNA polymerase (apPOL)
* hit, by the source's call; . = not tested or not shown; & = joins results of further samples. Cut-off read from the data, not from the text of the source: active = inhibition above about 50%; inactive = the rest.

Results follow in this order: mHTT CaM bind	Pf apPOL inh
Cc1ccc(CNC(=O)c2cccc(-c3nc(-c4ccccc4)no3)c2)o1
→ -3	-9
CCOC(=O)COc1ccc2c(c1)OC(=Cc1cccc(Br)c1)C2=O
→ -1	-2
CC(NC(=O)c1ccc2c(c1)NC(=O)C(N1CCOCC1)S2)c1ccccc1 (stereo not given)
→ 5	-23
COc1ccc(C(=O)NC2CS(=O)(=O)CC2Cl)cc1 (stereo not given)
→ -3	-2
O=C(c1ccccc1)c1ccc(F)cc1
→ .	-1
CCOc1ccc(-c2nc3sc(=Cc4ccc(OC(C)=O)c(OC)c4)c(=O)n3n2)cc1
→ -3	0
Cc1ccc(C)n1CCN1CCN(S(=O)(=O)Cc2ccc(Cl)cc2)CC1
→ .	-4
O=C(/C=C/c1cccc(Cl)c1Cl)Nc1cc2cccc([N+](=O)[O-])c2oc1=O
→ 4	0
CC(C)CNC(=O)c1ccc(CN2C(=O)CSc3ccccc32)cc1
→ -5	-1
Cc1ccc(C(=O)NC(NC(C)(C)C)C(Cl)(Cl)Cl)cc1 (stereo not given)
→ -13	-263
O=C(Nc1ccccc1C(=O)NCCc1ccccc1)c1ccncc1
→ 4	-3
CCCCN1C(=O)C(CC(=O)NC(C)C)Sc2ncccc21 (stereo not given)
→ -3	-3
O=C(CCN1C(=O)C2C3CCC(C3)C2C1=O)Nc1ccc(Cl)cc1Cl (stereo not given)
→ 2	-3
COc1ccc(Br)cc1C1=N/C(=C/c2ccccc2[N+](=O)[O-])C(=O)O1
→ 3	-2
CCOc1ccc(C(=O)Nc2ccc(C)cn2)cc1
→ -5	0
Cc1ccc(C(O)=C2C(=O)C(=O)N(CC(=O)O)C2c2ccc([N+](=O)[O-])cc2)cc1 (stereo not given)
→ 5	0
CC(C)N1C(=O)C(C)(C(=O)Nc2ccc(F)c(F)c2)Oc2cccnc21 (stereo not given)
→ -4	2
CC(=O)NS(=O)(=O)c1ccc(N2C(=O)CC(Sc3nccc(C)n3)C2=O)cc1 (stereo not given)
→ 0	-2
CCCCN(CC)S(=O)(=O)c1ccc(C(=O)Nc2nnc(-c3ccc(Cl)s3)o2)cc1
→ 22	-3
Cc1cc(Cl)cc(C)c1OCCCn1ccnc1
→ 8	4
CCCCN(C)C(=O)c1ccc(NC(=O)C2CC2)cc1N1CCCCCC1
→ 8	-1
c1ccc(Cn2ncc3c2ncn2c(-c4ccccc4)nnc32)cc1
→ -1	9
N#CC1=C(N)SC(N)=C(C#N)C1Cc1ccccc1
→ 15	-9
COc1cc(NS(=O)(=O)c2cccc(C(F)(F)F)c2)c(OC)cc1Cl
→ .	-1
CC(C)(C)C1CCc2c(sc(NC(=O)c3ccccc3Cl)c2C(=O)N2CCOCC2)C1 (stereo not given)
→ 39	-1
CC(C)c1noc(C2CCCCN2Cc2cccc(F)c2)n1 (stereo not given)
→ -51	8
Cc1ccc(C)c(NCc2ccccc2[N+](=O)[O-])c1
→ 42	9
O=C(NCc1ccco1)NC1CCCCC1
→ 0	4&-3
Cc1ccc(SCC(=O)N2CCN(C)CC2)cc1
→ 0	-6
Cc1ccc(S(=O)(=O)c2c(C(=O)N3CCC(C)CC3)cnc3ccc(F)cc23)cc1
→ -4	-8
Cc1ccc(C23CC4CC(CC(CC(=O)N5CCOCC5)(C4)C2)C3)cc1
→ 12	-11
COc1ccc(C2=NOC(C(=O)NCCc3ccccc3)C2)cc1OC (stereo not given)
→ 5	-10
CCOc1ccccc1NC(=O)N1CCCC1c1ccc(Cl)cc1 (stereo not given)
→ 0	-2
CC(NC(=O)c1ccc2ncnc(N3CCCCC3)c2c1)c1ccc(F)cc1 (stereo not given)
→ 4	-2
COc1cccc(N2CCN(C(=O)Cc3ccccc3)C(C)C2=O)c1 (stereo not given)
→ -7	0
CCN1CCCn2nc(C3CCN(C(=O)c4nccc5ccccc45)CC3)cc2C1=O
→ 10	-1
O=c1cc(-c2ccc([N+](=O)[O-])cc2)[nH]n1-c1nc2ccccc2s1
→ 16&15	-7&-8
C[C@@H]1COc2cc(Br)ccc2S(=O)(=O)N1Cc1cn(CC2CCCCC2)nn1
→ 6	-3
COc1cccc(CC(=O)N2CCCC2c2ccc(C)cc2)c1 (stereo not given)
→ -7	-5
COc1ccccc1/C=C1/N=C(c2ccc(Br)o2)OC1=O
→ 17	-3
COc1ccc2c(c1)c(=O)oc1cc(OCc3ccc(F)cc3)ccc12
→ -6	3
CCOc1ccccc1/C=C1/N=C(c2cc(C)ccc2[N+](=O)[O-])OC1=O
→ 8	6
O=C(NCCSCc1c(F)cccc1Cl)Nc1ccc(OC(F)(F)F)cc1
→ .	-1&-16
CS(=O)(=O)c1nc(-c2cccs2)cc(C(F)(F)F)n1
→ 5	-4
Cc1cc(C)cc(N2CC(C(=O)NCC(C)C)CC2=O)c1 (stereo not given)
→ -1	-3
Cc1ccc(-c2nc(NCCCO)c3ccccc3n2)cc1
→ 2	-1
CCOC(=O)Cc1csc(NC(=O)CCc2c(C)[nH]c(=O)n(C)c2=O)n1
→ -3	-2
O=C(CSc1ccccc1)N1CCCCC1
→ 2	-2
OCCN=C1CCCc2c1[nH]c1ccc(Br)cc21
→ 4	11
Cc1ccc(CNC(=O)C2CCc3sc(C(=O)N4CCCC4)cc3C2)cc1 (stereo not given)
→ 1	-2

More compounds follow.
Results follow in this order: mHTT CaM bind	Pf apPOL inh
COc1ccc(Cl)cc1C(=O)N1CCCN(C2CCN(Cc3ccccc3)C2=O)CC1 (stereo not given)
→ 20	4
COc1ccc(NC(=O)C2CCN(c3ccc(Cl)cc3)C2=O)cc1 (stereo not given)
→ 3	4
O=C(c1c(F)cccc1F)N(CCc1cccs1)Cc1cccnc1
→ -10	-11
Cc1ccc(C2CC(C(F)(F)F)n3nc(C(=O)Nc4cccnc4Cl)cc3N2)cc1 (stereo not given)
→ 12	-10
Cc1ccc2[nH]c(=O)c(-c3nc(-c4ccccc4C)no3)c(O)c2c1
→ 0	0
CCCN1CCN(c2ncc3c(n2)CCN(Cc2cc(Br)cs2)C3)CC1
→ 29	1
O=C(Cn1cnc2c(-c3ccc(F)cc3)csc2c1=O)NCc1ccc(F)cc1
→ -13	-1
CC1(C)CC(NC(=O)C(Cl)Cl)CC(C)(CNC(=O)C(Cl)Cl)C1 (stereo not given)
→ 3	0
COc1ccc(Br)cc1/C=c1\sc2nc3ccccc3n2c1=O
→ 2	-3
COc1ccc(-c2coc3cc4oc(=O)c5c(c4cc23)CCCC5)cc1F
→ 6	1
O=C(NCc1ccc(-n2ccnc2)cc1)c1ccc(F)c(F)c1
→ 2	3
CCOC(=O)c1csc(Cn2nc(C)c(Br)c2C)n1
→ .	-7
O=C(COc1ccccc1Cl)Nc1cccc(-c2nnc(-c3ccco3)o2)c1
→ 0	-7
O=c1c2c(nc3cc[nH]n13)CN(S(=O)(=O)c1ccc3c(c1)CCC3)CC2
→ 3	3
O=C1NC(=NS(=O)(=O)c2ccccc2)S/C1=C/c1cccnc1
→ -7	0
CSc1ccc(NC(=O)N2CCc3c(c(-c4nc(-c5ccccc5)no4)nn3C)C2)cc1
→ 4	1
Cc1ccc(S(=O)(=O)NCCC(O)C(C)(C)C)cc1Cl (stereo not given)
→ -13	-3
O=C(NCC12CC3CC(CC(C3)C1)C2)N1CCCC1
→ -2	-10
Cc1ccc(C(=O)Nc2ccc(Br)cc2)cc1
→ 2	-2
Cn1ccc2c(-c3ccc(F)cc3F)cc3c(c21)C1CCC3C1 (stereo not given)
→ 59*	-35
CCCCn1c(C(C)NC(=O)c2ccc(OC)c(OC)c2)nc2ccccc21 (stereo not given)
→ 1	-7
COCc1nnc(NS(=O)(=O)c2ccc(NC(C)=O)cc2)s1
→ -1	-5
CCC1Oc2ccc(Cl)cc2N(CC(=O)NCCCN2CCOCC2)C1=O (stereo not given)
→ 8	-15
CCN(CC)S(=O)(=O)c1ccc(C(=O)Nc2ccccc2-c2nc3ccccc3s2)cc1
→ -9	-7
COc1ccc(NC(=O)CN2C(=O)C(c3ccc(Cl)cc3)=NC23CCCCC3)cc1
→ 10	-8
CC(=O)NCCc1csc(C2CCCN(C(=O)c3cc(F)ccc3Cl)C2)n1 (stereo not given)
→ 9	0
Cc1cc(S(=O)(=O)NCCCSC2CCCCC2)ccc1F
→ 14	-8
CC(C)(c1ccccc1)c1ccc(OCC(=O)Nc2ccc3c(c2)OCO3)cc1
→ -2	-1
CCc1nc(N2CCC(C(=O)NCc3ccc(F)cc3)CC2)c2c(C)scc2n1
→ -4	-2
CC(=O)N1CCc2sc(C(=O)NCc3ccc(F)cc3Cl)cc2C1
→ 5	-8
COc1ccccc1C(=O)N1CCCC1COc1ccc(C(=O)N2CCCC2)cc1 (stereo not given)
→ -5	0
COc1cc(/C=C/c2ccc3cccc(O)c3n2)cc(Br)c1OC
→ 35	-5
CC(=O)N1CCC(n2c(C)nc(C(=O)Nc3ccc(Oc4ccccc4)cc3)c2C)CC1
→ 52*	-2
CSC(SC)=C(C#N)c1ccccn1
→ .	-7
COc1ccc(C(=O)Nc2ccc3nc(N4CCCCC4)cc(C)c3c2)c(OC)c1
→ -11	0
COc1ccc(-c2cc(C(=O)NC3CCC3)no2)cc1
→ -6	-1
CCN(C(=O)c1c(Cl)nc(C)c(Cl)c1C)c1ccccc1
→ -8	-2
O=C(Nc1ccc(Cl)cc1F)c1ccc(C(=O)Nc2ccc(Cl)cc2F)cc1
→ 6	2
CC(=O)Nc1ccc(C(=O)N2CCN(c3cccc(Cl)c3)CC2)cc1
→ 83*	10
Cc1ccc(CN2C(=O)NC3(CCCN(C(=O)c4ccc(C)cc4)C3)C2=O)cc1 (stereo not given)
→ 3	-9
Cn1nc(-c2nc(-c3ccccc3F)no2)c2c1CCN(C(=O)c1cccc(Cl)c1)C2
→ 7	-2
CCOC(=O)C1CCN(S(=O)(=O)c2cn(C)cn2)CC1
→ .	-4
COc1cc(C(=O)OC(Cc2ccccc2)C(F)(F)F)cc(OC)c1OC (stereo not given)
→ .	2
CC(=O)Nc1ccc(S(=O)(=O)NCc2nc(C)no2)cc1
→ -6	-1
O=C(Cc1csc(NC(=O)NC2CCCC2)n1)Nc1ccc2c(c1)OCO2
→ 5	1
CC(=O)Nc1sc2c(c1-c1nsc(=O)o1)CCCC2
→ -3	.
O=[N+]([O-])c1ccc(C=Nc2ccc(N=Cc3ccc([N+](=O)[O-])cc3)cc2)cc1
→ 4	0
Cc1cc(C)nc(N=C(NC(=O)Cc2ccccc2)N2CCC(C(N)=O)CC2)n1
→ 2	-4
O=C(Nc1ccccc1N1CCOCC1)c1ccc(Cl)cc1
→ .	-10
Cc1cc(N2C(=O)c3cccc([N+](=O)[O-])c3C2=O)ccc1Br
→ 47	0

Next section
Results follow in this order: mHTT CaM bind	Pf apPOL inh
CCN(Cc1ccccc1)C(=O)C1C2CC3OC(=O)C1C3C2 (stereo not given)
→ -3	-6
CCC(=O)N1CCc2cc(N3CC(C(=O)Nc4cc(C)ccc4OC)CC3=O)ccc21 (stereo not given)
→ -4	0
O=C(C1CCC1)N1CCc2sc(S(=O)(=O)NCc3cccc(Cl)c3)cc2C1
→ 4	2
Cc1ccc(-c2cc3n(n2)CCCN(C(=O)Cc2ccsc2)C3)cc1
→ 31	7
C#CCCNC(=O)Cc1ccc(SC(C)C)cc1
→ -15	-6
COc1ccc(C=C2Oc3c(CN(C)C)c(O)cc(C)c3C2=O)c(OC)c1
→ 11	-3
O=C1CCCN2N=C(SCC(=O)N3CCCCCC3)SC2=N1
→ 2	-2
CC(=NCCN1CCNCC1)c1c(C)[nH]n(-c2ccc([N+](=O)[O-])cc2)c1=O
→ -7	13
CCC(C)N1CCN(C(=O)C(c2ccccc2)c2ccccc2)CC1 (stereo not given)
→ 6	-3
Cc1nn(-c2ccc(C(=O)N3CCCCC3)cn2)c(C)c1C
→ -5	-1
O=C(NCCC1=CCCCC1)c1ccc2c(c1)OCO2
→ -14&-10	-6&0
Cc1nn(-c2nc(-c3ccco3)cc(C(F)(F)F)n2)c(C)c1Br
→ -2	-4

A draw from above in order of molar mass, lowest first.
Results follow in this order: mHTT CaM bind	Pf apPOL inh
C#CCCNC(=O)Cc1ccc(SC(C)C)cc1
→ -15	-6
O=C(NCCC1=CCCCC1)c1ccc2c(c1)OCO2
→ -14&-10	-6&0
CC(=O)Nc1sc2c(c1-c1nsc(=O)o1)CCCC2
→ -3	.
Cc1nn(-c2ccc(C(=O)N3CCCCC3)cn2)c(C)c1C
→ -5	-1
CCN(Cc1ccccc1)C(=O)C1C2CC3OC(=O)C1C3C2 (stereo not given)
→ -3	-6
CC(=O)Nc1ccc(S(=O)(=O)NCc2nc(C)no2)cc1
→ -6	-1
O=C(Nc1ccccc1N1CCOCC1)c1ccc(Cl)cc1
→ .	-10
CCC(C)N1CCN(C(=O)C(c2ccccc2)c2ccccc2)CC1 (stereo not given)
→ 6	-3
O=C1CCCN2N=C(SCC(=O)N3CCCCCC3)SC2=N1
→ 2	-2
Cc1ccc(-c2cc3n(n2)CCCN(C(=O)Cc2ccsc2)C3)cc1
→ 31	7
Cc1cc(N2C(=O)c3cccc([N+](=O)[O-])c3C2=O)ccc1Br
→ 47	0
COc1ccc(C=C2Oc3c(CN(C)C)c(O)cc(C)c3C2=O)c(OC)c1
→ 11	-3
O=[N+]([O-])c1ccc(C=Nc2ccc(N=Cc3ccc([N+](=O)[O-])cc3)cc2)cc1
→ 4	0
COc1cc(C(=O)OC(Cc2ccccc2)C(F)(F)F)cc(OC)c1OC (stereo not given)
→ .	2
O=C(Cc1csc(NC(=O)NC2CCCC2)n1)Nc1ccc2c(c1)OCO2
→ 5	1
Cc1cc(C)nc(N=C(NC(=O)Cc2ccccc2)N2CCC(C(N)=O)CC2)n1
→ 2	-4
CCC(=O)N1CCc2cc(N3CC(C(=O)Nc4cc(C)ccc4OC)CC3=O)ccc21 (stereo not given)
→ -4	0
O=C(C1CCC1)N1CCc2sc(S(=O)(=O)NCc3cccc(Cl)c3)cc2C1
→ 4	2
Cn1nc(-c2nc(-c3ccccc3F)no2)c2c1CCN(C(=O)c1cccc(Cl)c1)C2
→ 7	-2
